EphA4 KYL inhibition = EphA4 ligand-binding antagonists – biochemical, colorimetric, mouse EphA4, primary screen (AID 689) | EphA4-AP binding to KYL peptide, pNPP A405; higher % means a stronger effect | one-dose inhibition, % at 10 µM; IC50 in µM for titrated hits | 62,000 compounds, 0.1% hits; in the data active = a potency from the dose series; inactive = the rest, 99 in 100 with inhibition below about 22%
* marks the source's active call; other numbers are inactive results; & = joins results of further samples.

| Structure | EphA4 KYL inhibition |
| --- | --- |
| O=C(Cc1cccs1)N(c1ccc(Cl)cc1)C1C=CS(=O)(=O)C1 (centres undefined) | 0% |
| O=c1c2[nH]c3ccccc3c2ncn1Cc1ccco1 | -10% |
| O=C(Oc1ccccc1)N1CCN(c2ccc(F)cc2)CC1 | 1% |
| CCOc1ccc(-n2c(SCc3nc(-c4ccc(C)cc4)no3)nnc2-c2ccncc2)cc1 | -9% |
| CC(C(=O)Nc1ccc2c(c1)OCCO2)N1CCN(C(=O)c2ccco2)CC1 (centres undefined) | -1% |
| O=C(NC(C(=O)N/N=C/c1cccc2ccccc12)c1n[nH]c(=O)c2ccccc12)c1ccccc1 (centres undefined) | 7% |
| Clc1ccc(COc2ccccn2)cc1Cl | -5% |
| CCOC(=O)c1ccc(NC2C=CS(=O)(=O)C2)cc1 (centres undefined) | 8% |
| O=C(Nc1nc(-c2ccccc2)c(-c2ccccc2)s1)c1ccccc1F | -4% |
| COc1cc(C(=O)NCc2nnc(SCC(=O)Nc3cccc(C)c3)o2)cc(OC)c1OC | -1% |
| O=C(NCc1ccccn1)C1CC(c2ccc(F)cc2)=NO1 (centres undefined) | -22% |
| COc1ccc(Cc2nnc(N)s2)cc1 | -5% |
| O=C(CN1C(=O)CSc2ccccc21)Nc1ccc2c(c1)OCCO2 | -2% |
| CCOc1cccc(/C(O)=C2/C(=O)C(=O)N(Cc3cccnc3)C2c2ccco2)c1 (centres undefined) | -10% |
| Cc1cc(N=Cc2c(O)n(-c3ccc4c(c3)OCO4)c(=O)c3ccccc23)ccn1 | 6% |
| CN1C(=O)/C(=C/c2ccccc2F)SC1=S | -5% |
| Cc1cn(S(=O)(=O)c2cc(Cl)ccc2Cl)cn1 | -18% |
| Nc1cccc(S(=O)(=O)c2cccc(N)c2)c1 | -2% |
| COc1ccc(C2C3=C(CC(C)(C)CC3=O)Oc3ncn(Cc4ccco4)c(=N)c32)cc1 (centres undefined) | -23% |
| S=C1CCSc2ccc(Cl)cc2N1 | 4% |
| COC(=O)CCN(c1ccccc1)S(=O)(=O)c1ccc(OC)cc1 | -17% |
| CCOC(=O)c1sc(=S)n(-c2ccc(C)cc2)c1SC | 9% |
| O=C(CC1=NCCNC(c2ccccc2)C1)c1ccccc1O (centres undefined) | 1% |
| O=C(CCSc1ccc(Cl)cc1)NC12CC3CC(CC(C3)C1)C2 | -9% |
| CCOC(=O)c1c[nH]c2c(C)cc(C)cc2c1=O | -3% |
| Clc1ccccc1Cc1noc(-c2ccccc2Cl)n1 | -6% |
| CNc1cc(CS(=O)c2ccccc2)nc(-c2ccccc2)n1 (centres undefined) | -7% |
| O=C(/C(=C(\O)c1ccccc1)c1nc2ccccc2[nH]1)c1ccc([N+](=O)[O-])cc1 | -9% |
| COc1ccc(Cl)cc1NC(=S)N1CCN(c2ccccn2)CC1 | -12% |
| CC12CN3CC(C)(CN(C1)C3c1ccc(Br)cc1)C2=O (centres undefined) | -13% |
| O=C(Cn1cnc([N+](=O)[O-])c1)NCc1ccc(F)cc1 | -14% |
| O=c1cc(O)nc(SCc2ccccc2)n1-c1ccccc1 | -10%&-10% |
| CC(C)N(CCNS(=O)(=O)c1ccc(Cl)cc1)C(C)C | -9% |
| O=C(O)CCCNS(=O)(=O)c1ccc2ccccc2c1 | -8% |
| Cc1ccc(S(=O)(=O)Cc2ccc(C(=O)N3CCN(c4cc(C)ccc4C)CC3)o2)cc1 | -1% |
| COc1cc(/C=N\Nc2nc3ccccc3[nH]2)cc(OC)c1OC | 8% |
| N#CCc1nc2c3c4c(sc3ncn2n1)CCCC4 | -9% |
| COc1ccc(CN(C)C(=O)COC(=O)c2ccc3c(c2)OCO3)cc1OC | 3% |
| Cc1cccc(C(=O)NN(C)c2nc(-c3ccccc3)nnc2C(F)(F)F)c1 | -7% |
| CN1C(=O)C2(c3ccccc31)N(C)CC(c1ccccc1)C21SC(=S)N(Cc2ccco2)C1=O (centres undefined) | 2% |
| CCC1CCCCN1CCNC(=O)c1[nH]c(C)c(C(C)=O)c1C (centres undefined) | -8% |
| O=C(CN1C(=O)C2C3C=CC(C3)C2C1=O)N1CCc2ccccc2C1 (centres undefined) | -7% |
| O=C1NC(=Nc2cccc(O)c2)S/C1=C/C(Cl)=C/c1ccc([N+](=O)[O-])cc1 | -7% |
| COc1ccc(CNC(=O)/C=C/c2ccc(OCCCF)cc2)cc1 | -17% |
| O=C(CSc1nc2ccc(Br)cc2c(=O)n1-c1ccccc1)NCCOc1ccccc1 | 5% |

Fetched by structure from the entries so far, 3 records:
| Structure | EphA4 KYL inhibition |
| --- | --- |
| Cc1cccc(C(=O)NN(C)c2nc(-c3ccccc3)nnc2C(F)(F)F)c1 | -7% |
| CC(C)N(CCNS(=O)(=O)c1ccc(Cl)cc1)C(C)C | -9% |
| COc1ccc(CNC(=O)/C=C/c2ccc(OCCCF)cc2)cc1 | -17% |

More results
| Structure | EphA4 KYL inhibition |
| --- | --- |
| CCOc1cc(CNc2ccc3c(c2)OCCO3)cc(Br)c1OCC | -1% |
| O=C(Cc1ccc(S(=O)(=O)N2CCOCC2)s1)NCC1CCCCC1 | -7% |
| O=C1CCCC2=C1C(c1cccc(Br)c1)C1=C(CCCC1=O)O2 | -1% |
| CCOc1ccccc1N1CCN(C(=O)C(F)(F)F)CC1 | -2% |
| C=CCOc1nc(-c2ccc(Br)cc2)nc2ccccc12 | 2% |
| O=[N+]([O-])c1cc(C(F)(F)F)ccc1NCCCCNS(=O)(=O)c1ccc2ccccc2c1 | 2% |
| CC(C)CC(=O)N1CCC(O)(CS(=O)(=O)Cc2ccccc2)CC1 | -15% |
| O=C(Cc1cccs1)NCC1CCCO1 (centres undefined) | 1% |
| Cc1nc(C)c(-c2ccccc2)c(=O)[nH]1 | -3% |
| O=C(C1CCC1)N1CCc2cc(S(=O)(=O)NC3CCCC3)ccc21 | -3% |
| C=C(C)c1cccc(C(C)(C)NC(=O)N(Cc2ccccc2)Cc2ccco2)c1 | -2% |
| COc1ccc(C(=O)N(CN2CCCC2=O)c2cc(C)on2)cc1OC | -6% |
| CC(C)CNc1nnnc2c1sc1nc(N3CCOCC3)c3c(c12)CC(C)(C)SC3 | -7% |
| O=C(CCCN1C(=O)c2cccc3cccc(c23)C1=O)NC1CCS(=O)(=O)C1 (centres undefined) | 2% |
| O=C1c2cccnc2C(=O)N1c1ccc(Oc2ccc(N3C(=O)c4cccnc4C3=O)cc2)cc1 | -14% |
| CSc1cc(-c2ccccc2)n(Cc2c(Cl)cccc2Cl)c(=O)c1C#N | -9% |
| Cc1ccccc1NC(=O)/C(=C/c1ccccc1)c1ccccc1 | -8% |
| Cc1ccc(N2CC(C(=O)Nc3nccs3)CC2=O)cc1 (centres undefined) | -1% |
| Cc1cc(C)nc(-n2nc(C)cc2NC(=O)CN2CCc3ccccc3C2)n1 | 2% |
| Cc1cc([N+](=O)[O-])ccc1-c1cc2ccccc2oc1=O | -6% |
| CCOC(=O)c1cccc(NC(=O)CN(C)S(=O)(=O)c2cnc[nH]2)c1 | -10% |
| O=C(OCC(=O)N1CCc2ccccc21)c1cccnc1Cl | -6% |
| O=C1CN(C(=O)c2ccc(Br)o2)C(c2ccccc2)c2cc(Br)ccc2N1 (centres undefined) | 8% |
| Cc1ccc(-c2ccc(=O)n(CC(=O)NCCN3CCCCC3C)n2)cc1 (centres undefined) | -3% |
| Cc1ccccc1NC(=O)CSc1cc(Cl)ccc1Cl | 8% |
| CCn1c(CNC(=O)Cc2ccc(OC)cc2)nnc1SCCOc1ccccc1 | -11% |
| CCn1c(NC(=O)Nc2cccc(C)c2C)cc2sccc21 | -14% |
| O=C(NC1CCCCC1)C1CCN(S(=O)(=O)N2CCOCC2)CC1 | -13% |
| COc1ccc(C2CC(=O)c3cnc(NC(=O)c4cccc(OC)c4)nc3C2)cc1 (centres undefined) | -4% |
| O=C(NNC(=O)C1CCCCC1)c1cnccn1 | -6% |
| O=S(=O)(Nc1nc2ccccc2nc1NCCN1CCOCC1)c1cccc(Cl)c1 | -9% |
| S=C(c1ccc(-c2ccc(Cl)c(Cl)c2)o1)N1CCN(c2ccccc2)CC1 | -10% |
| COc1ccc(C2(CNC(=O)Cc3ccc(OC)c(OC)c3)CCOCC2)cc1 | -15% |
| CCC(Sc1nc(C)cc(C)n1)C(=O)NC1=NN=C(c2ccc(C)cc2)CS1 (centres undefined) | 0% |
| Cc1cccc(NC(=O)Cn2cnc3ccc(S(=O)(=O)N4CCC(C)CC4)cc3c2=O)n1 | 2% |
| Cc1c(-c2ccccc2)nc(N)c(C#N)c1-c1cccs1 | -18% |
| CC(=O)N(/N=C1\Sc2ccccc2C1=O)c1ccccc1 | 0% |
| N#Cc1ccc(Oc2nc(C(N)=O)cc(-c3ccccc3)n2)cc1 | -5% |
| CC(C)Cn1c(-c2nn(C)cc2Cl)n[nH]c1=S | -15% |
| O=C1Nc2ccccc2C12OCC1(CO2)COC2(OC1)C(=O)Nc1ccccc12 (centres undefined) | -21% |
| CSc1nc(N2CCN(CCO)CC2)c2sc3nc(-c4ccco4)c4c(c3c2n1)CCC4 | -2% |
| CC1(C)CC2(CCO1)CNC(=O)O2 (centres undefined) | -12% |
| O=C(CSc1nncn1-c1ccccc1)c1ccc(F)cc1 | 2% |
| CCOc1ccc(NC(=S)NC(NC(=O)c2ccc(Cl)cc2Cl)C(Cl)(Cl)Cl)cc1 (centres undefined) | -9% |
| O=C(NC1CCCC1)C1CCC(=O)N1C1CCCC1 (centres undefined) | -8% |
| O=C1NC(=S)S/C1=C\c1ccccc1OCc1ccc(Cl)cc1 | -14% |
| O=C(/C=N/O)Nc1ccccc1 | -6% |
| Nc1ccc(Cl)c(C(=O)Nc2ccccc2C(=O)O)c1 | -4% |
| COc1cc(OC)c(C2N(c3ccc(Cl)cc3)C(=O)C3CCCN32)cc1OC (centres undefined) | -2% |
| O=c1oc2cc(OCc3c(F)cccc3Cl)c(Cl)cc2c2c1CCC2 | -9% |
| O=C(NCCN1CCCCCC1)C1CC(=O)N(CCc2ccccc2)C1 (centres undefined) | -11% |
| CCCCc1nc(SCC(=O)Nc2ncccn2)n[nH]1 | -14% |
| O=C(CC1C(=O)NCCN1C(=O)Nc1ccccc1)Nc1ccc2c(c1)OCO2 (centres undefined) | -27% |
| CC1(C)Cc2ccccc2-c2nc3ccccc3c(=O)n21 | 2% |
| O=S(=O)(Nc1nc(-c2sccc2Cl)cs1)c1cc(Cl)ccc1Cl | -1% |
| CC1(C)CC(=O)C=C(NC2CC(C)(C)NC(C)(C)C2)C1 | -1% |
| CC(C)Sc1nc2ccccc2n1CC(=O)NCc1ccc2c(c1)OCO2 | -8% |
| Cc1nn(-c2ccc(Cl)cc2)c(N)c1C(O)(CSc1nccn1C)C(F)(F)F (centres undefined) | -3% |
| Cc1ccc(-c2nnc(CSc3nnc(COc4ccccc4)n3-c3ccccc3)o2)cc1 | 12% |
| O=C(COC(=O)Cc1cn2ccsc2n1)Nc1nc2ccccc2s1 | 0% |

Remaining list, next part:
| Structure | EphA4 KYL inhibition |
| --- | --- |
| COc1ccc(-c2nn(-c3ccccc3)cc2C(=O)N2CCOCC2)cc1 | -4% |
| O=C(O)/C=C\C(=O)Nc1ccccc1Br | 6% |
| CSc1ncccc1C(=O)OCC(=O)Nc1cc(C(F)(F)F)ccc1N1CCOCC1 | -8% |
| O=C(Oc1cccc(NC(=O)c2ccco2)c1)c1cccc(S(=O)(=O)N2CCCCC2)c1 | 3% |
| C=CCn1c(SCc2cc(=O)n3ccsc3n2)nc2sc(C)c(C)c2c1=O | 14% |
| O=C(OCc1nnc(-c2ccccc2)o1)c1cn(-c2ccccc2)nc1-c1ccccc1 | 14% |
| O=C(Cc1ccccc1)Nc1ccc2nn(-c3cccc4ccccc34)nc2c1 | -5% |
| COc1cccc(/C=N/NC(=O)CC2C(=O)NN=C2C)c1OC (centres undefined) | -8% |
| CCCC(=O)Nc1ccc(C(=O)Nc2nnc(COC)s2)cc1 | -10% |
| CCOC(=O)c1[nH]c2cc(OC)c(OC)cc2c1NC(=O)C(C)N1CCN(Cc2ccccc2)CC1 (centres undefined) | -9% |
| COc1ccccc1NC(=O)C1=C(C)N(c2ccccc2)C(=S)NC1c1cccc(C(F)(F)F)c1 (centres undefined) | -2% |
| CC(C)(C)C(=O)/C=C(/N)c1ccccn1 | -14% |
| CCCCc1nc2ccccc2c(=O)n1NC(=O)c1c(O)c2cccc3c2n(c1=O)CCC3 | -16% |
| COc1ccccc1Cn1cnc2cccnc21 | 5% |
| CSc1ncccc1C(=O)OCC(=O)N1CCOCC1 | 3% |
| COC(=O)c1cccc(C(=O)Oc2cccc(Br)c2)n1 | -2% |
| CCSc1nc(N2CCCCC2)c2c(c1C#N)CCCC2 | -2% |
| CCCc1nnc(NC(=O)CCC(=O)Nc2ccc(F)cc2)s1 | -8% |
| COCCSc1nnc(-c2cnccn2)o1 | -4% |
| CN(C)c1ccc(/C=c2/sc3nc(-c4ccc(Cl)cc4Cl)nn3c2=O)cc1 | 3% |
| CCC(C)NS(=O)(=O)c1ccc(OCC(=O)Nc2ccc3c(c2)OCCO3)cc1 (centres undefined) | -14% |
| CCc1ccc2c(CC(=O)Nc3nnc(C4CC4)s3)coc2c1 | -3% |
| CC1=CC(C)(C)Nc2ccc(C)cc21 | -1% |
| Cc1cc(/C=C2\C(=O)NC(=O)N(c3ccccc3)C2=O)c(C)n1-c1cccc([N+](=O)[O-])c1 | 1% |
| CCOC(=O)c1[nH]c(C)c(C(=O)Nc2ccc(F)cc2)c1C | 9% |
| COc1ccc(N(CC(=O)Nc2ccc(C)cn2)S(=O)(=O)c2c(C)nn(C)c2C)cc1 | -1% |

Some of these compounds in order of SMILES length, rising.
| Structure | EphA4 KYL inhibition |
| --- | --- |
| CC1=CC(C)(C)Nc2ccc(C)cc21 | -1% |
| COC(=O)c1cccc(C(=O)Oc2cccc(Br)c2)n1 | -2% |
| CN(C)c1ccc(/C=c2/sc3nc(-c4ccc(Cl)cc4Cl)nn3c2=O)cc1 | 3% |
| Cc1cc(/C=C2\C(=O)NC(=O)N(c3ccccc3)C2=O)c(C)n1-c1cccc([N+](=O)[O-])c1 | 1% |

Screening results as filed in PubChem BioAssay.

Some of the compounds tested (hit frequency here may not be typical).
